Source: PubChem BioAssay (National Center for Advancing Translational Sciences (NCATS))
AMA1-RON2 inh – disrupts binding of P. falciparum AMA1 to RON2; AlphaScreen AMA1-biotinylated RON2 peptide binding; Potency, µM (doses to about 58.2 µM), without a hit: at the highest dose activity change, negative = inhibition, actives largely listed as inhibitors; 360,000 compounds, 0.2% hits;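 also: potency is read from the fitted curve at half-maximal effect; 0% = vehicle wells and -100% = peptide control; nearly all actives have a fitted effect of over 45% in size; some results filed as inactive show a strong effect at the top dose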
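AMA1 (3D7) with his tag at 25 nM final met compounds first, then biotinylated RON2 peptide at 25 nM; detection used donor plus acceptor beads, 10 µg/mL apiece, read by AlphaScreen after 30 min at room temperature.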
AmpC detergent – blocks E. coli AmpC beta-lactamase in detergent assay | AmpC hydrolysis of nitrocefin, absorbance 480 nm, 0.01% Triton | AID 485294 | 370,000 compounds, 0.041% hits | Potency, µM (highest dose often 114 µM), inactives show at the highest dose activity change, negative = inhibition, usual class: inhibitors | P00811;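 also: potency is read from the fitted curve at half-maximal effect; 0% = no-compound wells and -100% = no-enzyme wells; nearly all actives have a fitted effect of over 25% in size; some results filed as inactive show a strong effect at the top dose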
Target sequence (P00811 whole entry, looked up): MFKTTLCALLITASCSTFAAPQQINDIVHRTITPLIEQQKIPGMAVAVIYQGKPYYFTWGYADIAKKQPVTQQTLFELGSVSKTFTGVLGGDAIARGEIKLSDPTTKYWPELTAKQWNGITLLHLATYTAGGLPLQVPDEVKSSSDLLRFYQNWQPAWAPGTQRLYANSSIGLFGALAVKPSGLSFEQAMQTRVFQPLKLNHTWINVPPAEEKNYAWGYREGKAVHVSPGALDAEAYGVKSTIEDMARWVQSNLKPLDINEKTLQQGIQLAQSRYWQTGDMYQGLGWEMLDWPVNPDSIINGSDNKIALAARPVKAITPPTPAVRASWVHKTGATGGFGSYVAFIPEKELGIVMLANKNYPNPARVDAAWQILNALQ
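AmpC (5.3 nM in the dispensed reagent) in 20 mM phosphate pH 7.0 with 0.01% (detergent screen) or 0.0001% Triton X-100 was preincubated with compounds for 15 min at room temperature. Nitrocefin was then added from an 800 uM solution, and hydrolysis was followed at 480 nm.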
Sm TGR block – S. mansoni TGR enzyme inhibition; 360,000 compounds, 3% hits; Q962Y6; purified TGR, DTNB reduction, TNB absorbance 405 nm; Potency, µM (doses to about 114 µM), for inactives: top-dose activity change, negative = inhibition, actives largely listed as inhibitors; AID 485364; also: potency is read from the fitted curve at half-maximal effect; nearly all actives have a fitted effect of over 60% in size
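First, TGR (20 nM dispensed) and NADPH were mixed with compound. Second, a 15 min room-temperature incubation followed. Third, further NADPH and then DTNB were added to start the reaction. Finally, TNB absorbance was monitored kinetically.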
LmPK inh – LmPK (Leishmania mexicana) enzyme inhibition | purified LmPK, Kinase-Glo ATP luminescence, 1 h | Q27686 | 290,000 compounds, 0.37% hits | AID 1721 | Potency, µM (top dose mostly 57.5 µM), without a hit: at the highest dose activity change, negative = inhibition, hits mostly inhibitors; also: potency is read from the fitted curve at half-maximal effect
Target sequence (Q27686 whole entry, looked up): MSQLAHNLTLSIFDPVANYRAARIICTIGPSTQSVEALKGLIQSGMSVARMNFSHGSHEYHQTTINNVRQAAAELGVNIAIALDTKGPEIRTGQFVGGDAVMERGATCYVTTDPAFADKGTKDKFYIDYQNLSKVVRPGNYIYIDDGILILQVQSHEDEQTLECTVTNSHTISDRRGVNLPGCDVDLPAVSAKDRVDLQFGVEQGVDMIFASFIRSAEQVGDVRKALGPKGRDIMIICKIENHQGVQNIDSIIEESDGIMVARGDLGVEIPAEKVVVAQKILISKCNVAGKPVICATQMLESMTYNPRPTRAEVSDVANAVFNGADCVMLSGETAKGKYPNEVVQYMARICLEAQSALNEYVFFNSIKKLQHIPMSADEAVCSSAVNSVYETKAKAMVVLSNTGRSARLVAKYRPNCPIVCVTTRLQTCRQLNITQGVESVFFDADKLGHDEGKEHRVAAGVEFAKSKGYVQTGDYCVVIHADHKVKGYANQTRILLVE
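Purified LmPK (0.1 nM) converted ADP (0.1 mM) to ATP with PEP (0.5 mM) in imidazole buffer pH 7.2 with KCl and MgCl2, 1 h at room temperature. ATP was read by Kinase-Glo luminescence; data normalized to uninhibited and no-enzyme controls.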
AmpC inh no detg – AmpC beta-lactamase inhibition without detergent; AmpC nitrocefin hydrolysis, absorbance 480 nm, 0.0001% Triton; Potency, µM (doses to about 57.1 µM), for the others: top-dose activity change, negative = inhibition, most hits filed as inhibitors; 330,000 compounds, 0.52% hits;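 also: potency is read from the fitted curve at half-maximal effect; plate controls were no compound for no effect and no enzyme for full effect; nearly all actives have a fitted effect of over 20% in size; some results filed as inactive show a strong effect at the top dose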
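AmpC (5.3 nM in the dispensed reagent) in 20 mM phosphate pH 7.0 with 0.01% (detergent screen) or 0.0001% Triton X-100 was preincubated with compounds for 15 min at room temperature. Nitrocefin was then added from an 800 uM solution, and hydrolysis was followed at 480 nm.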
Tb PYK inh – blocks Trypanosoma brucei pyruvate kinase; TbPYK enzyme, Kinase-Glo Plus ATP luminescence, 45 min; Potency, µM (top dose mostly 76.8 µM), for the others: at the highest dose activity, negative = inhibition, hits mostly inhibitors; 410,000 compounds, 0.12% hits; AID 624173; also: potency is read from the fitted curve at half-maximal effect; nearly all actives have a fitted effect of over 50% in size
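In this concentration-response screen, enzyme-free wells defined baseline while DMSO plates tracked drift. Each reaction combined TbPYK, substrate, compound and 130 uM ADP for 45 min at room temperature. Kinase-Glo Plus luminescence gave the signal.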
HCMV inh – blocks human cytomegalovirus replication; HFF cells, HCMV-luciferase reporter, 72 h; active compounds read low; AID 1259415; 410,000 compounds, 4.5% hits; activity change, negative = inhibition, % at 57.5 µM; in the data active = activity change below about -60%; inconclusive = no clear call, values can overlap the other calls; inactive = above about -39%
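Luciferase read-out from HCMV-luciferase-infected HFFs (MOI 1 PFU/cell) 72 h post infection at 37C; compounds added after 16 h cell attachment; activity normalized between buffer-only basal and Salinomycin (10uM) inhibitor controls.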
Starred values were filed as active, the others as inactive; ? = inconclusive; nt = not tested or not shown; [ ] = remark or other dose. Unless noted, calls follow the shape of the dose curve; as a rule, active = well fitted curve in the direction sought with a large enough effect; inconclusive = small, poorly fitted or top-dose-only effect, or another doubt; inactive = no such curve, though single readings can be large; an effect the other way counts as inactive or inconclusive. Unless noted, % is scaled to controls: 0 for no effect and ±100 for the full control effect. Hits appear at their usual frequency. About 7.4% of those tested had a hit in this group.

Under each structure – AMA1-RON2 inh | AmpC detergent | Sm TGR block | LmPK inh | AmpC inh no detg | Tb PYK inh | HCMV inh
CC(C)c1ccccc1OCC(=O)Nc1ccc2[nH]ncc2c1
→ -3% | 9% | 6% | 5% | 7% | -10% | ?
O=C(Nc1c(C(=O)NCc2ccco2)cnn1-c1ccccc1)c1cccc(F)c1
→ -6% | -2% | -35% | 7% | -25% | -1% | -14
Cc1ccc(N2C(=O)N(CC(=O)Nc3cccc([N+](=O)[O-])c3C)C(=O)C2C)cc1 (stereo not given)
→ 4% | ? | -4% | nt | -52% | -4% | -27
COc1cc(Cl)ccc1OCc1cc(C(=O)N(C)Cc2cn(C)nc2C)no1
→ 12% | 10% | ? | -6% | 97%[activator] | -3% | -27
Cc1c(Cl)cccc1NC(=O)CCN1C(=O)c2ccccc2Sc2ncccc21
→ nt | -6% | -3% | nt | nt | 6% | -26
O=C(CSc1ncnc2c1cnn2-c1ccc(F)cc1)NC1CCCC1
→ 54%[activator] | -7% | 0% | -5% | -7% | -3% | -17
Cc1cc(C(C)(C)C)cc(C)c1COC(=O)c1cccnc1
→ 7% | ? | 0% | 0% | 42% | -3% | -34
O=C(O)c1ccc2c(c1)C(=O)N(Cc1ccco1)C2=O
→ -16% | 3% | ? | -1% | -12% | -7% | -28
Nc1nonc1-n1nnc(C(=O)N/N=C/c2cccc(F)c2)c1-c1ccccc1
→ 13% | -8% | -1% | 1% | -31% | 4% | -19
CCc1nc(SCC(=O)NNC(=O)C(C)C)c2ccccc2n1
→ 59%[activator] | 0% | -3% | -2% | ? | -2% | -16
Cc1ccc(S(=O)(=O)c2cc3c(=O)n4ccccc4nc3n(CCCN3CCOCC3)c2=N)cc1C
→ -2% | -10% | 2% | -1% | 77%[activator] | -1% | -36
Cc1ccc(C)c(NC(=S)N(CCc2ccncc2)C(C)C)c1
→ -6% | 4% | 0% | 8% | -17% | 2% | 12
CCOc1ccc(NC(=O)CSc2ncc(S(=O)(=O)c3ccc(F)c(C)c3)c(=O)[nH]2)cc1
→ nt | 5% | -5% | nt | nt | 4% | 5
COc1ccc(CNC(=O)N2CCc3ccccc3C2)cc1
→ -8% | 10% | 16% | -1% | -15% | 3% | -14
CC(=O)CCc1oc2c([N+](=O)[O-])cccc2c1-c1ccc(C)o1
→ -24% | -1% | 11µM* | -2% | 39% | -8% | 31
Cc1ccc(C)c(NC(=O)CN(Cc2ccccc2)S(=O)(=O)c2ccc3nc(C)sc3c2)c1
→ nt | -2% | -1% | nt | nt | 1% | -20
CC(C)CNC(=O)NC(=O)COc1ncnc2sccc12
→ 9% | ? | -22% | 1% | -46% | 1% | -27
COc1cc2c(cc1OC)CN(C(=O)C(CCSC)NS(=O)(=O)c1ccc(C)cc1)CC2 (stereo not given)
→ 0% | 2% | 5% | 3% | 76%[activator] | 2% | 1
COc1ccc(-c2noc(CC(=O)Nc3ccc(Br)cc3C)n2)cc1
→ nt | 8% | 10% | nt | nt | -12% | 2
COc1ccc(NC(=O)CCc2c(C)nn(-c3ccc(N4CCCC4)nn3)c2C)cc1Cl
→ nt | -1% | 1% | nt | nt | -2% | 70
CC1(c2ccccc2)NC(=O)N(CC(=O)Nc2ccc(S(N)(=O)=O)cc2)C1=O (stereo not given)
→ -13% | -11% | -8% | -2% | -19% | -1% | -1
Cc1ccc(-c2ccc(CN3C(CC(C)C)C(=O)N(Cc4cn(Cc5ccco5)nn4)CCS3(=O)=O)cc2)cc1 (stereo not given)
→ 27% | nt | nt | nt | nt | 6% | -7
COc1ccc(C(=O)CSc2nnc(CC(=O)Nc3ccccc3OC)n2C)cc1
→ -5% | -2% | -6% | -3% | -18% | 4% | 34
O=C(C1CCN(C2CCN(C/C=C/c3ccccc3)CC2)CC1)N1CCOCC1
→ 4% | 7% | -13% | 0% | 0% | -3% | -1
COc1ccc(/C=C(/NC(C)=O)C(=O)O)cc1
→ -12% | ? | 30% | -3% | -15% | -2% | 1
COc1ccc(CC(=O)N(C)Cc2cccc(OC)c2OC)cc1S(=O)(=O)N1CCOCC1
→ 40%[activator] | -2% | 9% | nt | 21% | 2% | -32
CCOC(=O)c1nnc(-c2ccccc2)nc1N1CC(C)OC(C)C1 (stereo not given)
→ 14% | -7% | nt | -2% | 27% | -25% | -11
Cc1[nH]nc2c1C1(C(=O)Nc3ccc([N+](=O)[O-])cc31)C(C#N)=C(N)O2 (stereo not given)
→ -21% | -1% | 9% | 0% | -14% | -15% | -33
Cc1ccc(Nc2c(-c3ccc(Cl)cc3)nc3sccn23)c(C)c1
→ nt | 15% | 13% | nt | nt | -4% | -24
COc1ccc(/C=C(/NC(=O)c2ccccc2)C(=O)NCCCn2ccnc2)cc1OC
→ -4% | -10% | ? | -5% | -7% | -1% | 2
CCC(C)[C@H](NC(=O)Nc1ccc(C)cc1C)C(=O)O (stereo not given in full)
→ -3% | -7% | -3% | 0% | -7% | 9% | -13
C=C(C)CNC(=S)N/N=C(\C)c1cccc(NC(C)=O)c1
→ 58%[activator] | -3% | -21% | 0% | -47% | 0% | -24
CC(=O)C(/C=N/c1ncc(C(F)(F)F)cc1Cl)=C(\C)O
→ 15% | 4% | 8% | 1% | -6% | 0% | -36
CCOC(=O)C1(Cc2ccccc2)CCCN(C2CCN(C(C)=O)CC2)C1 (stereo not given)
→ -5% | 4% | -5% | 0% | 90%[activator] | -6% | 7
O=C(NN1C(=O)NC2(CCCCC2)C1=O)c1cc2cc(Cl)ccc2o1
→ 17% | nt | nt | nt | -34% | -5% | -6
O=C(CCCSc1nc2ccccc2s1)NC1=NCCS1
→ 10% | -10% | -13% | 3% | -19% | -1% | -11
Cc1ccc(NC(=O)CN2C(=O)COc3ccc(C)cc32)nc1
→ 7% | -13% | 0% | 1% | -29% | -49% | -17
CCC(C)C(=O)Nc1nnc(SCC(=O)NC2CCCC2)s1 (stereo not given)
→ -11% | -12% | 0% | 3% | -3% | 0% | 62
COc1ccc(COCC(O)CN2CCN(S(=O)(=O)c3ccc(C(C)C)cc3)CC2)cc1 (stereo not given)
→ -16% | 13% | 3% | nt | 110%[activator] | 14% | 0
CSc1ncc(Cl)c(C(=O)Nc2sc3c(c2C(=O)NCc2ccco2)CCCC3)n1
→ nt | -6% | ? | 4% | -23% | nt | 8

An excerpt of these results, bar-delimited:
Molecule | AMA1-RON2 inh | AmpC detergent | Sm TGR block | LmPK inh | AmpC inh no detg | Tb PYK inh | HCMV inh
Cc1c(Cl)cccc1NC(=O)CCN1C(=O)c2ccccc2Sc2ncccc21 | nt | -6% | -3% | nt | nt | 6% | -26
O=C(CSc1ncnc2c1cnn2-c1ccc(F)cc1)NC1CCCC1 | 54%[activator] | -7% | 0% | -5% | -7% | -3% | -17

Next section.
Under each structure – AMA1-RON2 inh | AmpC detergent | Sm TGR block | LmPK inh | AmpC inh no detg | Tb PYK inh | HCMV inh
CC1(c2ccc(OC(F)F)cc2)NC(=O)N(CC(=O)Nc2ccc(Cl)cc2F)C1=O (stereo not given)
→ -16% | ? | 9% | 1% | 4% | 0% | 39
CC(C)CN1C(=O)c2ccc(C(=O)Nc3ccccc3C(=O)O)cc2C1=O
→ -7% | -3% | -6% | -1% | -33% | -7% | -39
O=C(CCCc1ccccc1)Nc1ccnn1C1CCN(Cc2ccccc2F)CC1
→ 2% | 0% | 4% | -1% | 94%[activator] | 2% | 50
O=C(NCCO)C1COc2ccccc2O1 (stereo not given)
→ -8% | -13% | -1% | -4% | -20% | -5% | 15
COc1ccc(-c2nc(N3CCC(C)CC3)[nH]c(=O)c2C#N)cc1
→ -4% | -6% | 31% | -7% | -29% | 6% | 34
COCCNC(=O)C(C)Oc1ccccc1 (stereo not given)
→ -8% | 5% | nt | 5% | -2% | 2% | -28
CC(=O)c1ccc(N2CCN(c3nc4ccccc4c4nc(-c5cccc(C)c5)nn34)CC2)cc1
→ nt | 18% | -2% | nt | nt | 7% | 0
CCOC(=O)c1cnc(-n2nc(C)cc2C)nc1Oc1ccc(C(=O)OC)cc1
→ 30%[activator] | 0% | 41%[activator] | -3% | 4% | -2% | 56
Cc1ccc(-n2ncc3c2CCCC3NC(=O)CCCN2CCCC2=O)cc1C (stereo not given)
→ -10% | -8% | 0% | 7% | 100%[activator] | 3% | -7
CCCCc1c(C)nc(Nc2ccc(OC)cc2)[nH]c1=O
→ -1% | -4% | -3% | -2% | -30% | 0% | -34
N#Cc1ccccc1NCc1ccccc1
→ 3% | ? | -2% | 2% | -22% | -1% | -19
CN1CCC[C@@H]1CCNC(=O)c1c(-c2ccc3c(c2)OCO3)noc1-c1ccsc1
→ 31%[activator] | nt | nt | nt | 30% | 3% | -75*
Cc1c(Br)c(=O)oc2c(Br)c(O)c(O)cc12
→ -1% | -3% | -21% | 4% | -24% | -4% | 20
CCCCCC(=O)N1C[C@@H](n2cc(COC(=O)c3ccccc3)nn2)[C@H](O)C[C@@H]1c1ccccc1
→ 0% | nt | nt | nt | nt | -6% | -11
Cc1ccc(NC(=O)Cn2c(=O)n(CCCCC(=O)NCc3ccco3)c(=O)c3ccccc32)cc1
→ 3% | -14% | -21% | 0% | -21% | -4% | 28
COc1ccc(OC)c(NC(=O)CN2CCC(C(=O)c3ccc(C)cc3)CC2)c1
→ -17% | -15% | -16% | 0% | 38% | 2% | -31
Cc1ccc(NC(=O)COC(=O)c2nn(C)cc2Cl)cc1
→ 0% | 2% | 6% | -2% | -11% | -6% | -6
COc1cc(CCCN2C(=S)NC[C@H]2Cc2ccc(O)cc2)cc(OC)c1OC
→ 3% | 7% | -3% | 2% | -13% | -11% | -13
CCCCN(C(=O)c1cc(-c2ccncc2)nc2ccccc12)c1c(N)n(CC(C)C)c(=O)[nH]c1=O
→ 0% | nt | nt | nt | -22% | -2% | -36
O=C(N/N=C/c1ccc2c(c1)OCO2)c1sc2cc(Cl)ccc2c1Cl
→ 4% | -11% | -13% | 0% | -8% | -10% | -39
CN1C(=O)CC(N2CCN(c3ccc(Cl)cc3)CC2)C1=O (stereo not given)
→ -1% | 0% | 7% | 5% | -1% | -13% | -24
CCCN1CCN(C(=O)c2cccc3c2C(=O)N(CCOC)C3)CC1
→ 0% | -9% | 0% | -2% | -9% | -5% | 11
O=C(CSc1cccc[n+]1[O-])N1CCc2ccccc21
→ -9% | 0% | 3% | -2% | -4% | 3% | 0
COc1cc(/C=N\NC(=O)c2ccc(=O)[nH]n2)cc(OC)c1OC
→ -1% | -10% | 9% | -2% | -5% | -4% | 19
